Screens deposited in PubChem BioAssay by several laboratories.
ROCK2 inh – inhibitors of human ROCK2 kinase, primary screen, biochemical, high-throughput, luminescence; Rho-associated protein kinase 2 (Homo sapiens), O75116; purified ROCK2, Kinase-Glo ATP depletion luminescence; inhibition, % at 6 µM; 60,000 compounds, 0.35% hits;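 active = inhibition above the screen-wide mean inhibition plus 3 SD, cut at about 18% in these data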;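 note: plate controls were DMSO wells for no effect and Y-27632 control wells after no-enzyme background subtraction for full effect; many of its hits are not listed in these tables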
Abs 340nm – compound light absorbance at 340 nm, profiling panel, artefact control, biochemical, MLSMR library, data from PS, PMK, MK assays; fold change at 10 µM; compound absorbance at 340 nm, fold over control; 65,000 tested, under 10 active;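 active = at 10 µM dose, initial 340 nm absorbance at least 2 fold that of control wells; inactive = change under 2 fold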;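 note: initial absorbance extrapolated from kinetic A340 decline of NADH oxidation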
PKA inh – inhibitors of human PKA kinase activity, primary screen, biochemical, ATP-depletion luminescence, Kemptide substrate | inhibition, % at 6 µM | PKA Kemptide phosphorylation, Kinase-Glo ATP luminescence | 65,000 compounds, 0.1% hits | cAMP-dependent protein kinase catalytic subunit alpha (Homo sapiens), P17612 | AID 524, 2006;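 active = inhibition above the screen-wide mean inhibition plus 3 SD, cut at about 21% in these data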; note: many of its hits are not listed in these tables
HEK293 NFkB inh – inhibitors of PMA/ionomycin-induced NF-kB reporter, primary screen, antigen receptor NF-kB inhibitor project, cell-based, HEK-293 luciferase reporter, luminescence | HEK-293 NF-kB luciferase reporter | inhibition, % at 3 µM | 62,000 compounds, 0.21% hits | AID 465, 2006;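 active = inhibition above the mean of all tested compounds plus 3 SD, cut at about 40% in these data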;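 note: 0% = stimulated DMSO wells and 100% = 10 µM reference inhibitor 5653914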
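Material: HEK-293 cells with stable firefly luciferase reporter driven by four HIV NF-kB elements / Also added: PMA plus ionomycin mix as NF-kB-activating stimulus / Compound dosing: 3 µM once, 0.30% DMSO / Times: 1 h pretreatment, 16 h stimulation, 37 °C / Signal: luminescence / Evaluation: per-plate % inhibition versus controls / Benchmarks: DMSO and 10 µM reference inhibitor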
MMP13 inh – human MMP13 inhibitors, primary screen, biochemical, FRET peptide cleavage. Collagenase 3 (Homo sapiens), P45452. MMP-13 fTHP FRET cleavage, Mca fluorescence. inhibition, % at 4 µM. 65,000 compounds, 0.07% hits. AID 570, 2006;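 active = inhibition above the mean of compound-free control plate wells plus 3 SD, cut at about 14% in these data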;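 note: 0% = DMSO wells and 100% = wells with reference MMP-13 inhibitor after basal subtraction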
JNK3 inh – JNK3 kinase activity inhibitors, primary screen, biochemical, human, purified enzyme; Mitogen-activated protein kinase 10 (Homo sapiens), P53779; HTS; inhibition, % at 8 µM; 60,000 compounds, 0.61% hits; AID 746, 2007; in the data active = inhibition above about 17%;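 note: 0% = DMSO and 100% = reference inhibitor; many of its hits are not listed in these tables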
Target sequence (P53779 whole entry, looked up): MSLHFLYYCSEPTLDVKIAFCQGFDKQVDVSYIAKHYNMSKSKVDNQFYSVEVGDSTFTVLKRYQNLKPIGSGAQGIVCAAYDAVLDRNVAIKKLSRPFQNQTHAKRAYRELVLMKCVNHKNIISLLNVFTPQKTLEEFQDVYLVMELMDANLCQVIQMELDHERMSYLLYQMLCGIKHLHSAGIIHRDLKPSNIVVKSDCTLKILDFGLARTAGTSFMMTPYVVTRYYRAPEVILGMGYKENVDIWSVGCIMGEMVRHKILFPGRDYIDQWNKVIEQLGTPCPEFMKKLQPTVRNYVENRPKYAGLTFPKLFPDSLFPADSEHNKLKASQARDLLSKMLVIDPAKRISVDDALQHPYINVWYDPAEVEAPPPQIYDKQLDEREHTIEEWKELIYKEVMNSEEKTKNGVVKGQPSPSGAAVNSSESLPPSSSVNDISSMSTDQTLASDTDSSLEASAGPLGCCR
tolC growth inh – growth inhibitors of E. coli tolC mutant, primary screen, strain BW25113 ΔtolC::kan, 384-well. AID 573, 2007. growth inhibition, % at 10 µM (by protocol). OD615. 65,000 compounds, 2.2% hits;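 active = growth inhibition at or above a cutoff equal to the mean over every tested compound plus 3 SD, cut at about 60% in these data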;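 note: growth measured after 20 h incubation at 37 °C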
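test system = E. coli BW25113 ΔtolC::kan bacteria | medium = LB with kanamycin 50 µg/mL | signal = OD at 615 nm | schedule = 37 °C, 20 h exposure | evaluation = % inhibition of E. coli growth | compound dosing = one dose of 10 µM final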
NADH coupling – inhibitors of PK/LDH coupling enzymes, profiling panel, artefact control, biochemical, MLSMR library; coupled PK/LDH NADH assays, four targets; IC50, µM (titrated, usually from 10 µM), for the others: top-dose inhibition; 65,000 compounds, 0.02% hits; AID 774, 2007;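 active = single-dose screening hits from any of four coupled enzyme assays that gave an IC50 when retested across doses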;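 note: the DPM-DC format reads NADH fluorescence rather than 340 nm absorbance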
Fluor 339 460 – intrinsic fluorescence of library compounds, ex339/em460 – biochemical, MLSMR library, data from DPM-DC assay, artefact control, profiling panel; AID 709, 2007; fluorescence fold increase at 10 µM; compound autofluorescence, ex339/em460 nm, NADH buffer; hits give high values; 1 = no-compound wells, NADH background; 65,000 compounds, 5.5% hits;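 active = at 10 µM, mean starting fluorescence two-fold or more over control wells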;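 note: signal is the first read of a kinetic run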
* marks the source's active call; other numbers are inactive results; . = not tested or not shown; [ ] = remark or other dose. These rows are one share of the data (hit frequency here may not be typical).

SMILES	ROCK2 inh	Abs 340nm	PKA inh	HEK293 NFkB inh	MMP13 inh	JNK3 inh	tolC growth inh	NADH coupling	Fluor 339 460
COc1ccc(C2(O)CCN(C(=O)c3c(F)cccc3F)CC2)cc1	-3	1	-3	9	6	-3	7	6%	1
CN1CCN(C(=O)c2cc3nc(-c4ccc(Cl)cc4)cc(C(F)(F)F)n3n2)CC1	-1	1.1	1	9	-1	-10	6	3%	1.5
O=C(NCC12CC3CC(CC(C3)C1)C2)c1cc2n(n1)C(C(F)(F)F)CC(c1ccco1)N2 (stereo unspecified)	3	1	7	19	2	-2	35	3%	1.1
C=CCC1c2cccc(C(=O)O)c2C(=O)N1c1cccc(C)c1 (stereo unspecified)	1	1.1	3	16	-3	0	1	2%	1.1
COc1ccc(OC)c(N=c2oc3c(OC)cccc3cc2C(=O)NCc2ccco2)c1	-4	1	6	10	2	-8	-5	4%	1.1
COC(=O)c1cc(NC(=O)C2COc3ccccc3O2)ccc1Cl (stereo unspecified)	2	1.1	5	-5	2	-3	40	0%	1.1
CC(=O)C1C(c2ccc(Cl)cc2)NC(=O)NC1(O)C(F)(F)F (stereo unspecified)	8	1	5	6	-2	3	0	2%	1.1
Cc1nc2nc(-c3ccco3)nn2c(C)c1Cl	5	1.1	6	-4	-160[fluorescence artefact?]	6	-19	13%[fluoresces]	4*
Cc1cc(C)n(-c2nc(NCCO)c3c4c(sc3n2)CCCC4)n1	-1	1.1	3	10	-12	12	54	4%	1.6
Cc1cc(Cl)c(S(=O)(=O)NCc2ccncc2)cc1OCC(N)=O	12	1	12	-3	0	2	-24	2%	1.1
O=C(Nc1ccccc1C(=O)N1CCCC1)c1cccc(S(=O)(=O)N2CCCCCC2)c1	4	1	9	2	-4	-3	7	5%	1.1
O=C1CCC(=O)N1CCOP1(=O)COc2ccccc2OC1	0	1	7	12	5	3	3	4%	1.2
COc1ccccc1NC(=O)C1=C(C)Nc2nnnn2C1c1cc(Br)ccc1OC (stereo unspecified)	8	0.99	9	-5	3	9	10	4%	1.1
Cc1nc2ccccn2c1/C(O)=C1\C(=O)C(=O)N(CCCN(C)C)C1c1ccc(F)cc1 (stereo unspecified)	-2	0.99	7	-4	3	-2	-7	4%	1
Cc1sc(NC(=O)CSc2nnc(C)c(=O)[nH]2)c(C#N)c1C	3	1	13	2	6	4	15	4%	1
O=C(CSc1nnnn1C1CCCC1)Nc1cccc(NC(=O)c2ccco2)c1	-4	1	-2	12	-6	-7	24	3%	1
NC1=NC(c2ccc(Cl)cc2)n2c(nc3ccccc32)N1 (stereo unspecified)	0	1	-2	19	3	-9	2	3%	1.1
Cc1ccc(O)c(-c2cc(C(=O)NCc3ccncc3)[nH]n2)c1	7	0.95	-1	4	0	3	-11	6%	1.1
COCCOC(=O)c1c(C)n(C)c2ccc(OC(=O)c3cccs3)cc12	2	1.1	2	12	-2	0	-17	3%	1.1
Cc1nn(Cc2ccccc2Cl)c2sc(C(=O)NCCCn3ccnc3)cc12	2	1	-3	8	0	6	2	0%	1.1
C=CCSC1=N/C(=C\c2cc(OC)c3c(c2)OCO3)C(=O)S1	4	1.1	5	5	-9	-4	1	6%	1.1
CC(=O)Nc1ccc(S(=O)(=O)N2CCN(C3CCCCCCC3)CC2)cc1	-3	1	12	14	2	0	-2	6%	1.1
CCN(CC(=O)NCc1cccs1)S(=O)(=O)c1cccc(C(C)=O)c1	4	1	4	10	1	2	-9	5%	1.1
CCN1CCc2c(C#N)c(NCc3ccccc3)nc(N(CC)CC)c2C1	-1	1.1	-1	.	1	4	2	3%	1.3
COC(=O)C1=C(C)NC(=O)CC1c1ccccc1F (stereo unspecified)	6	1	5	4	3	4	-24	3%	1.1
Cc1nc(N)nc(C)c1Cc1ccccc1	5	0.98	-4	16	0	8	2	7%	1.1
O=C(Cn1cc(/C=N/O)c2ccccc21)N1CCOCC1	0	1	-1	16	1	-4	-21	6%	1.1
Cc1n[nH]c(C)c1S(=O)(=O)N1CCCC(C(=O)N2CCc3ccccc32)C1 (stereo unspecified)	5	1	11	0	2	-6	6	7%	1.1
Cc1ccc(OCCSc2cc(C)nc(N)n2)cc1	-2	1	-8	2	-3	-6	15	6%	1.1
COc1cccc(-c2nc3n(n2)C(c2ccc4c(c2)OCO4)C(C(N)=O)=C(C)N3)c1 (stereo unspecified)	3	1	6	8	-3	1	-12	2%	1.1
OCC1OC(n2nnc3ccccc32)C(O)C(O)C1O (stereo unspecified)	6	1	5	18	0	5	-47	6%	1.1
CC(=O)N(CCN(C(C)=O)c1ccccc1)c1ccccc1	1	0.99	0	12	8	-3	-9	1%	1
COCCCNC(=O)C1CCCN(C(=O)Nc2ccc(OC)cc2)C1 (stereo unspecified)	6	0.98	11	6	-2	1	-19	12%	1
CC1=NS(=O)(=O)c2cc(Cl)ccc2N1	0	0.98	-6	.	-2	-2	12	2%	0.99
N#CC1=C(N)Oc2n[nH]c(-c3ccc(F)cc3)c2C1c1cccnc1 (stereo unspecified)	.	1.1	2	6	-1	.	9	2%	1.1
O=C(OCCN1CCCCC1)c1ccccc1Cl	5	0.97	10	3	1	-3	-19	14%	0.85
CCOC(=O)c1oc2c(O)c(O)ccc2c(=O)c1-c1nncn1-c1ccccc1	7	1.1	10	10	0	9	13	1%	1.1
NCCCNC(=O)c1cc2ccccc2[nH]1	9	1.1	5	6	-29	6	-6	7%	1.1
CN(Cc1ccccc1)S(=O)(=O)c1ccc(S(=O)(=O)N2CCN(CCC#N)CC2)cc1	4	0.99	5	3	2	-3	-7	2%	1.1
O=C(NCCC1=CCCCC1)C1COc2ccccc2O1 (stereo unspecified)	4	0.99	6	13	-3	0	5	5%	1.1
COc1ccc(S(=O)(=O)Cc2ccc(C(=O)NCc3cccnc3)o2)cc1	5	1	1	14	2	1	-12	2%	1.1
CC(=O)c1c(C)[nH]c(C(=O)Nc2ccc3c(c2)OCCO3)c1C	3	0.99	4	-42	-1	6	11	2%	1.1
COc1ccc(NC(=O)CSc2nc(O)cc(=O)n2-c2ccccc2OC)cc1	5	1.1	4	12	-11	-5	-3	2%	1.2
COc1cccc(C(N)CC(=O)O)c1 (stereo unspecified)	6	1	9	5	2	7	-16	2%	1.2
CCC(=O)Nc1ccc(C(=O)Nc2ccc3c(c2)C(=O)N(CC2CCCO2)C3=O)cc1 (stereo unspecified)	10	1.1	5	11	-6	5	0	1%	1.6
Cc1cccc(N2C(=O)SC(N(C)c3ccccc3)C2=O)c1 (stereo unspecified)	4	1	9	28	5	1	-6	0%	1
CC1CC2(C)Oc3ccccc3C3OCC1(CO)C(C)C32 (stereo unspecified)	-6	1.1	-5	6	2	-9	9	7%	1.1
COc1cc(NC(=O)CCc2ccccc2)nc(OC)n1	6	1	9	6	-6	0	5	6%	1.1
C=CCNC(=O)c1ccc(C)cc1Cl	6	1	7	-10	-2	4	-9	3%	1.1
Cn1cc(S(=O)(=O)N2CCc3ccccc3C2)c(=O)n(C)c1=O	4	1	1	17	4	8	-16	2%	1.1
COc1ccc(C)cc1S(=O)(=O)N(CC(=O)O)c1ccccc1	1	0.99	-1	8	2	-6	10	1%	0.99
COc1ccc(NC(=O)COC(=O)c2ccc(N3CCCC3=O)cc2)cc1OC	-1	0.98	-3	8	8	-1	-8	6%	1
Cn1c(N2CCOCC2)nc2c1c(=O)n(Cc1ccc(Cl)c(Cl)c1)c(=O)n2C	7	1.1	5	.	0	8	5	3%	1.1
CCOC(=O)c1[nH]c(C)c(C(=O)N(C)C)c1C	6	1	7	0	3	-7	-12	1%	1
O=CN1CCN(C2CC(=O)N(c3ccc(Br)cc3)C2=O)CC1 (stereo unspecified)	0	1	5	3	5	-3	-20	2%	1.1
COc1ccc(N(C(=O)C2CCCCC2)C2C=CS(=O)(=O)C2)c(OC)c1 (stereo unspecified)	0	1	-2	19	10	-3	-8	5%	1
CCOC(=O)c1ccccc1NC(=O)CN1C(=O)c2ccccc2S1(=O)=O	0	1	8	0	-8	4	-13	5%	1.1
COc1cccc(NC(=O)c2cccs2)c1	5	1.1	2	-2	4	1	5	4%	1.1
COCCCNC(=O)c1cccc(OC)c1OC	12	1	10	0	-1	-2	-18	4%	1.1
CCOC(=O)c1c(C)c(C(=O)Nc2ccc3c(c2)OCO3)c(C)n1C	-1	0.99	3	1	1	1	-3	6%	1.1

(continued)
SMILES	ROCK2 inh	Abs 340nm	PKA inh	HEK293 NFkB inh	MMP13 inh	JNK3 inh	tolC growth inh	NADH coupling	Fluor 339 460
COC(=O)C(C)Oc1ccc2c3c(c(=O)oc2c1)CCCCC3 (stereo unspecified)	1	1	6	5	-258[fluorescence artefact?]	-3	29	1%[fluoresces]	3*
COC(=O)[C@H](C)NC(=O)Nc1cccc(C(F)(F)F)c1	4	1	6	9	-6	-6	-28	1%	1.1
O=C(NCCc1c[nH]c2ccccc12)c1ccc(-n2cnnn2)cc1	-4	1	-8	3	6	-8	4	4%	1
CCCn1c(=O)c(C(=O)NCc2ccncc2)c(O)c2ccccc21	5	0.99	11	13	-2	0	23	3%	1.2
Cc1ccc(-n2c(SCC(N)=O)nnc2-c2ccccn2)cc1	2	1	6	12	0	-6	-11	8%	1.1
CCOC(=O)N1CCN(C(=O)c2ccccc2CCc2ccccc2)CC1	6	1	7	14	1	-2	22	2%	1.1
Cc1onc(-c2c(F)cccc2Cl)c1C(=O)OCC(=O)NCc1ccco1	-1	1	6	23	3	1	8	3%	1.1
CN(C(=O)CCN1C(=O)C(C)(C)Nc2ccccc21)c1ccccc1	0	1	-1	10	1	-2	-2	6%	1.1
CCOc1cc(C(=O)Nc2ccc(S(=O)(=O)Nc3cc(C)on3)cc2)cc(OCC)c1OCC	7	0.97	9	8	1	-2	13	4%	1.1
CCNC(=O)c1ccc(NS(=O)(=O)c2ccccc2)cc1	-3	1	-1	8	1	4	8	2%	1.1
CCOc1ccccc1N1CCN(S(=O)(=O)c2ccc(F)c(F)c2)CC1	6	1	6	14	-2	-6	52	1%	1.2

Structures above with a cyano group, in the order listed:
SMILES	ROCK2 inh	Abs 340nm	PKA inh	HEK293 NFkB inh	MMP13 inh	JNK3 inh	tolC growth inh	NADH coupling	Fluor 339 460
Cc1sc(NC(=O)CSc2nnc(C)c(=O)[nH]2)c(C#N)c1C	3	1	13	2	6	4	15	4%	1
CCN1CCc2c(C#N)c(NCc3ccccc3)nc(N(CC)CC)c2C1	-1	1.1	-1	.	1	4	2	3%	1.3
N#CC1=C(N)Oc2n[nH]c(-c3ccc(F)cc3)c2C1c1cccnc1 (stereo unspecified)	.	1.1	2	6	-1	.	9	2%	1.1
CN(Cc1ccccc1)S(=O)(=O)c1ccc(S(=O)(=O)N2CCN(CCC#N)CC2)cc1	4	0.99	5	3	2	-3	-7	2%	1.1
